From PubChem BioAssay
hIAP activ – increases human intestinal alkaline phosphatase activity | purified human IAP, CDP-Star luminescence, 30 min; hits give high values; 1 = vehicle-only enzyme, 0 = enzyme-free background | P09923 | 330,000 tested, 0.16% active | AID 2524 | activation factor at 10 µM;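 active = activation factor of the enzyme at least 2-fold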; note: the source names both 10 and 20 µM as test concentration; values of inactives mirror those of a sister screen read the other way
NALP3 yeast inh – NALP3 inhibition in yeast. 330,000 tested, 0.39% active. inhibition, % at 10 µM. Yeast reconstituted NLRP3/ASC/caspase-1, beta-gal luminescence, 24 h;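 active = inhibition of 50% or more; inactive = inhibition below 50%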;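 note: plate controls were induced DMSO wells for no effect and uninduced yeast grown without galactose for full effect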
ATG4B inhibitor – ATG4B (human) cysteine protease inhibition; Q9Y4P1; ATG4B cleavage of LC3-PLA2, NBD-HPC fluorescence, 1 h; inhibition, % at 8.33 µM; 340,000 tested, 0.51% active; AID 504462; in the data active = inhibition above about 40%
hIAP inh – blocks human intestinal alkaline phosphatase; P09923; purified IAP, CDP-Star luminescence, 30 min; inhibition, % at 10 µM; 330,000 tested, 0.12% active;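 active = inhibition reaching a set limit with compound at 10 µM in the primary screen, cut at about 35% in these data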;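 note: plate controls were DMSO wells with enzyme for no effect and no-enzyme buffer wells for full effect; values of inactives mirror those of a sister screen read the other way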
mIAP inh – mouse IAP inhibition; inhibition, % at 10 µM; purified mouse IAP, CDP-Star luminescence, 30 min; 330,000 tested, 0.2% active;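 active = inhibition of at least 40% at 10 µM in the primary screen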;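 note: plate controls were DMSO with enzyme for no effect and no enzyme wells for full effect; values of inactives mirror those of a sister screen read the other way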
mIAP act – mouse IAP activation | muIAP, CDP-Star luminescence, 30 min; hits give high values; 1 = vehicle-only enzyme signal, 0 = enzyme-free wells | activation factor at 10 µM | 330,000 tested, 0.24% active | AID 2805;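 active = activation factor of at least 2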; note: the source names both 10 and 20 µM as test concentration; values of inactives mirror those of a sister screen read the other way
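System: mouse IAP enzyme. Reagent: CDP-Star chemiluminescent phosphatase substrate. Benchmarks: DMSO wells, no-enzyme wells. Times: 30 min enzyme-substrate-compound incubation at room temperature. Detection: luminescence from enzymatic CDP-Star hydrolysis. Doses: test compounds delivered from DMSO solution.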
TIM10 inh – TIM10 yeast growth inhibition | S. cerevisiae TIM10 strain growth, BacTiter-Glo luminescence, 24 h | inhibition, % at 10 µM | 330,000 tested, 1.4% active;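 active = inhibition of 40% or more at the single tested concentration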;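 note: wild-type TIM10 isogenic control strain grown at permissive 25 °C; 0% = DMSO yeast wells and 100% = minimal medium wells without yeast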
Apaf1 inhib – inhibitors of human Apaf-1 apoptosome; inhibition, % at 20 µM; AID 489030; 330,000 tested, 0.71% active; reconstituted apoptosome caspase-3 activity, DEVD-Rh110 fluorescence; active = inhibition of at least 40% at 20 µM;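 note: plate controls were DMSO wells for no effect and DEVD-CHO caspase inhibitor wells for full effect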
Target sequence (O14727 whole entry, looked up): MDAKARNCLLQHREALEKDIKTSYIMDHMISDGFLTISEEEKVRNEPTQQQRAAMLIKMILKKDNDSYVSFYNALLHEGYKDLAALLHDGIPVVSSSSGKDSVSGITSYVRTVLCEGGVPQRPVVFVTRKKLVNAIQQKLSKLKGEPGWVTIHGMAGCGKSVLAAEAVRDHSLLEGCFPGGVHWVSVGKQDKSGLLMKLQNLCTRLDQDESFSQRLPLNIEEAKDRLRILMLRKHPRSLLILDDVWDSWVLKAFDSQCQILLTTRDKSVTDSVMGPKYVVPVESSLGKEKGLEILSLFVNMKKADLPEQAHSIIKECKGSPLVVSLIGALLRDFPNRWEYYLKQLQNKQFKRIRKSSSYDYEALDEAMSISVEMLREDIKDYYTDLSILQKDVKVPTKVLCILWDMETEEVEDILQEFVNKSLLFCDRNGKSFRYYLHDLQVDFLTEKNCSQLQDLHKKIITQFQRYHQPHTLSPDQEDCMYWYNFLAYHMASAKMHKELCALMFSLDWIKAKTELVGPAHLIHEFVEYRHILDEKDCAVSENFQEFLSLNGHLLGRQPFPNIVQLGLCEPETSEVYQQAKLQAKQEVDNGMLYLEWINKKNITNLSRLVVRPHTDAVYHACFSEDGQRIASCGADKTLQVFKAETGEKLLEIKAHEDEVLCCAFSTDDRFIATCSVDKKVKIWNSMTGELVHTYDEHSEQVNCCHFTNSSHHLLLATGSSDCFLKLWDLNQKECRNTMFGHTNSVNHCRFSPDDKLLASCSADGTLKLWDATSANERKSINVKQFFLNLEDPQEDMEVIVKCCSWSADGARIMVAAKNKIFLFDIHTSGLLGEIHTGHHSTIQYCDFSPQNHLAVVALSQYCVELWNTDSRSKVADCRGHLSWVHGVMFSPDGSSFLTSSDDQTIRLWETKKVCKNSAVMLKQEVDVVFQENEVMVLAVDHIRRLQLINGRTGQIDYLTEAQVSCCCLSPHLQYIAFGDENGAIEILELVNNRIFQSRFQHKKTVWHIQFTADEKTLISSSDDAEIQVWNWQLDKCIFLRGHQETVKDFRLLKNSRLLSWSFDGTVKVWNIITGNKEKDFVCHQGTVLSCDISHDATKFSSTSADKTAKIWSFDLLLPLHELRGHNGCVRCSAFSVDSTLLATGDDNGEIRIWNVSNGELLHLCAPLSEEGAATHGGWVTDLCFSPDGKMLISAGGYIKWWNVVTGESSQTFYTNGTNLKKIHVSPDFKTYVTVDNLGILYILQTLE
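Assay system: Apoptosome proteins | Medium: pH 7.5 Hepes buffer with CHAPS, BSA, DTT | Also added: Cytochrome c and DEVD-Rh110 substrate | Times: 30 min plus 50 min, RT | Detection: Rhodamine 110 fluorescence at Ex 480/Em 540 nm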
tim10-1 inh – tim10-1 yeast growth inhibition; S. cerevisiae tim10-1 ts strain growth, BacTiter-Glo, 24 h; inhibition, % at 20 µM; 330,000 tested, 2.2% active;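 active = inhibition of at least 40%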;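 note: mutant grown at 25 °C; 0% = DMSO wells with yeast and 100% = wells holding no yeast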
The depositor's hits bear a star; · = no result given.

SMILES	hIAP activ	NALP3 yeast inh	ATG4B inhibitor	hIAP inh	mIAP inh	mIAP act	TIM10 inh	Apaf1 inhib	tim10-1 inh
CN1CCCN(c2ccc([N+](=O)[O-])cc2)CC1	0.843	17.9	-7.7	15.7	8.6	0.914	-4.3	-3.7	-0.6
CN(C(=O)COC(=O)c1cc2ccccc2cc1O)c1c(N)n(Cc2ccccc2)c(=O)[nH]c1=O	1.01	6.8	-15.8	-0.7	-3.1	1.03	3.0	10.8	-12.1
O=C(c1ccco1)N1N=C(c2cccs2)CC1c1ccc(F)cc1 (centres undefined)	1	-2.8	-4.5	-0.4	-0.6	1.01	20.4	9.3	37.2
COc1ccc(NC(C)C(=O)Nc2cccc(S(=O)(=O)N3CCOCC3)c2)cc1OC (centres undefined)	0.935	19.8	-1.5	6.5	-0.6	1.01	2.8	2.6	-14.0
COc1ccc(Cl)cc1NC(=O)COC(=O)c1ccc(Cl)nc1	1.12	37.5	-0.8	-12.2	3.5	0.965	-2.0	-9.1	-6.6
CC(C)(C)OC(=O)N1CCC[C@H]1C(=O)Nc1ccc(Br)cc1	1.04	6.8	-4.0	-4.3	-4.9	1.05	-8.4	0.3	20.4
Cc1cc(C)n(CCNC(=O)CC2C(=O)NCCN2Cc2ccccc2C(F)(F)F)n1 (centres undefined)	1.07	-7.4	-4.1	-7.0	-1.1	1.01	-4.0	3.8	1.2
CCCCn1c(CN2CCN(C(=O)OCC)CC2)nc2c1c(=O)n(C)c(=O)n2C	1.06	6.3	0.2	-5.6	0.3	0.997	7.8	-8.7	3.1
O=C(Cn1ccc2ccccc2c1=O)NCCC(=O)N1CCN(c2ccccc2)CC1	1.06	21.0	-5.2	-5.6	-1.3	1.01	-2.6	4.8	-6.9
O=C(Nc1ccc(Cc2ccncc2)cc1)C1CCC(N2C(=O)C3C4C=CC(C5CC45)C3C2=O)CC1 (centres undefined)	0.927	1.4	-14.3	7.3	-30.2	1.3	-0.1	17.5	32.7
CCC(CC)c1nnc(NC(=O)/C=C/c2ccco2)s1	0.977	-7.4	1.3	2.3	0.4	0.996	23.5	7.0	33.8
COc1ccc(NC(=O)Cc2c(C(=O)O)n(C)c3ccccc23)cc1OC	1.01	-0.1	4.4	-1.1	2.6	0.974	11.9	-1.8	-4.0
CNC(=O)c1ccccc1NC(=O)C1CC(=O)N(c2ccc(OC)cc2)C1 (centres undefined)	1.13	11.0	1.1	-12.8	2.4	0.976	10.2	-0.3	2.7
CCCNC(=S)N1CCC(NC(=O)C23CC4CC(CC(C4)C2)C3)CC1	1.02	-4.5	9.2	-1.8	-3.4	1.03	15.3	-0.5	25.6
O=C(Nc1ccccc1F)c1ccco1	1	8.4	-5.0	-0.2	1.6	0.984	-3.4	-5.8	-15.1
Oc1ccc(Cl)cc1CNc1ccc(Br)cn1	0.92	18.6	4.6	8.0	1.0	0.99	46.9*	-2.8	33.5
CC(=O)Nc1ccc(NC(=O)c2ccc(COc3ccccc3)cc2)cc1	1	11.8	5.1	-0.3	-11.3	1.11	-0.1	-10.3	2.5
CCN1CCN(C(=S)Nc2ccccc2Cl)CC1	1.04	17.6	-6.6	-3.6	-8.1	1.08	15.8	9.4	12.8
CCOC(=O)c1c(S(=O)(=O)N2CCN(Cc3ccccc3)CC2)c(C)n(C)c1C	1.07	5.1	-1.3	-7.3	2.2	0.978	-0.1	-7.9	3.6
Cc1nccn1CC(O)COC1CCCCC1 (centres undefined)	0.999	-3.5	-0.2	0.1	4.1	0.959	5.9	-6.1	10.6
C(=N\N1CCN(c2ccccn2)CC1)/C1=C(N2CCOCC2)C(=C/c2ccccc2)/CC1	1.06	21.2	-3.6	-5.9	12.7	0.873	15.6	12.0	34.3
Cc1cccc(N=CC=C2OC(C)(C)C(C)(C)O2)c1	0.972	7.4	-1.2	2.8	1.7	0.983	16.0	7.8	18.8
CC(C)(C)C(=O)NNC(=O)c1cc2sccc2s1	0.915	20.0	-0.5	8.5	8.6	0.914	-5.3	1.6	-0.6
COc1ccccc1C(=O)Nc1ccc(OCC(=O)N2CCCCC2C)cc1 (centres undefined)	1.14	14.3	2.9	-14.3	-1.4	1.01	7.4	3.8	10.0
CC1CN(C(=O)c2ccc(NS(=O)(=O)c3ccc(F)c(F)c3)cc2)CC(C)O1 (centres undefined)	1	8.7	0.7	-0.1	-0.8	1.01	0.7	9.6	-17.6
CCC(=O)n1nc(-c2ccccc2)nc1NCc1ccccc1	0.874	10.1	3.1	12.6	2.4	0.976	2.4	9.8	12.8
O=C(CN1C(=O)NC(c2ccccc2)(c2ccccc2)C1=O)c1c[nH]c2ccccc12	0.95	9.8	·	5.0	1.0	0.99	14.4	8.9	9.2
COc1ccc(C(C)=O)cc1COC(=O)CNC(=O)c1ccc(F)cc1	0.956	7.9	-1.9	4.4	1.6	0.984	8.1	-3.8	13.5
COc1cc2c(=O)n(CCC(=O)NCC3CCCO3)c(=O)n(CC(=O)Nc3ccc(C)c(C)c3)c2cc1OC (centres undefined)	1.18	9.2	4.5	-18.1	-12.9	1.13	-15.4	2.2	14.4
CCC(C)N(CC(=O)NCc1ccc(OC)cc1)C(=O)c1csnn1 (centres undefined)	1.02	-1.5	-9.1	-1.8	1.8	0.982	-6.3	17.4	6.3
CCOC(=O)c1sc(NC(=O)C(CC)Sc2nnc3c4ccccc4n(CC)c3n2)nc1C (centres undefined)	1.03	5.5	-3.6	-3.0	1.0	0.99	10.7	13.8	-5.5
Cc1ccc2nc3c(cc(C(=O)NCc4ccco4)c(=N)n3Cc3ccco3)c(=O)n2c1	1.04	6.3	-7.7	-4.5	26.5	0.735	21.5	-4.2	22.6
Cc1ccc(CC2SC(=O)NC2=O)cc1Cl (centres undefined)	1.02	-5.6	-12.1	-1.7	2.4	0.976	-4.4	9.3	16.5
Cc1cccc(N/C=C/c2onc(C)c2[N+](=O)[O-])c1	0.825	16.4	-6.0	17.5	3.8	0.962	5.5	7.4	12.8
Cc1ccc(S(=O)(=O)NNC(=O)C2CCCCC2)cc1	0.901	0.1	4.9	9.9	-3.8	1.04	-15.1	2.3	-3.1
CC(Sc1ccccn1)C(=O)Nc1ccc(S(N)(=O)=O)cc1 (centres undefined)	1.05	10.3	-5.4	-5.3	2.8	0.972	-3.8	-11.6	-11.4
Cc1ccc2cc(C#N)c(N3CCCC3)nc2c1C	0.971	-1.6	3.1	2.9	1.0	0.99	-4.5	-2.2	16.4
COc1cccc(CN2CCNC(=O)C2CC(=O)NCC(C)(C)N2CCOCC2)c1OC (centres undefined)	1.15	12.1	-3.6	-15.1	-4.5	1.04	-3.1	-1.4	-15.8
O=C(Nc1nccs1)c1ccc(COc2c(F)c(F)cc(F)c2F)cc1	1.14	14.3	-4.1	-14.1	4.8	0.952	-4.0	11.8	-1.2
O=C1N(Cc2cccc(Cl)c2)C[C@@H]2C[C@@H](c3cccn3-c3cccnc3)N3CCC[C@@]123	1.05	0.3	-9.8	-5.1	-2.7	1.03	12.9	8.8	21.7

Single records (already shown). Order of values: hIAP activ, NALP3 yeast inh, ATG4B inhibitor, hIAP inh, mIAP inh, mIAP act, TIM10 inh, Apaf1 inhib, tim10-1 inh
Profile of O=C1N(Cc2cccc(Cl)c2)C[C@@H]2C[C@@H](c3cccn3-c3cccnc3)N3CCC[C@@]123 : 1.05, 0.3, -9.8, -5.1, -2.7, 1.03, 12.9, 8.8, 21.7
Profile of CC(Sc1ccccn1)C(=O)Nc1ccc(S(N)(=O)=O)cc1 (centres undefined) : 1.05, 10.3, -5.4, -5.3, 2.8, 0.972, -3.8, -11.6, -11.4
Profile of Cc1ccc2nc3c(cc(C(=O)NCc4ccco4)c(=N)n3Cc3ccco3)c(=O)n2c1 : 1.04, 6.3, -7.7, -4.5, 26.5, 0.735, 21.5, -4.2, 22.6

Reformatted: results already given.
Under each structure – hIAP activ, NALP3 yeast inh, ATG4B inhibitor, hIAP inh, mIAP inh, mIAP act, TIM10 inh, Apaf1 inhib, tim10-1 inh
COc1ccc(C(C)=O)cc1COC(=O)CNC(=O)c1ccc(F)cc1
  0.956, 7.9, -1.9, 4.4, 1.6, 0.984, 8.1, -3.8, 13.5
COc1cc2c(=O)n(CCC(=O)NCC3CCCO3)c(=O)n(CC(=O)Nc3ccc(C)c(C)c3)c2cc1OC (centres undefined)
  1.18, 9.2, 4.5, -18.1, -12.9, 1.13, -15.4, 2.2, 14.4

Continuation.
SMILES	hIAP activ	NALP3 yeast inh	ATG4B inhibitor	hIAP inh	mIAP inh	mIAP act	TIM10 inh	Apaf1 inhib	tim10-1 inh
CCc1ccc2[nH]c(C(=O)Nc3ccc4c(c3)OCO4)cc2c1	1.11	27.8	5.7	-11.4	-2.5	1.02	5.4	-6.2	21.8
Clc1ccc(CSc2nnc(-c3ccncc3)o2)c(Cl)c1	0.854	13.5	-0.6	14.6	6.2	0.938	9.4	1.8	9.8
O=C(CCCNC(=O)c1ccc(Cl)cc1)NCc1ccccc1F	1.04	22.3	-3.2	-3.8	-0.6	1.01	-12.6	6.0	-16.5
S=C(NCC1CCCO1)NC12CC3CC(CC(C3)C1)C2 (centres undefined)	0.948	22.3	-5.4	5.2	-3.1	1.03	-11.2	1.7	13.5
CC(=O)N1CCC(N(C(=O)Nc2ccc(C)c(C)c2)C2CCCC2)CC1	0.971	2.2	-12.7	2.9	-51.3	1.51	-11.1	7.2	-8.5
CCN(CCO)C(=S)Nc1cc(C(=O)OC)ccc1C(=O)OC	0.873	13.8	-13.9	12.7	3.5	0.965	2.5	-3.6	6.4
CC/C(=N\O)c1ccc(O)c(OC)c1	1.22	-8.6	-0.2	-22.3	-7.8	1.08	14.7	-16.8	1.2
C[C@@H](NC(=O)c1nc[nH]c1C(=O)N1CCN(C(=O)OC(C)(C)C)CC1)c1ccccc1	1.17	2.2	1.5	-17.3	13.5	0.865	3.5	9.8	-2.3
Nc1nonc1-n1nnc(C(=O)N/N=C/c2ccc(OCc3cccc(Cl)c3)cc2)c1CN1CCCCC1	0.92	19.8	0.7	8.0	9.8	0.902	-4.0	16.1	5.5
O=C(CSc1ncccc1C(=O)O)NCCC1=CCCCC1	0.925	3.5	-2.9	7.5	-10.9	1.11	3.9	-16.5	5.4
CCOc1ccc(C(=O)NC(=S)Nc2ncccc2C)cc1[N+](=O)[O-]	0.97	7.5	3.0	3.0	3.8	0.962	8.2	-4.2	12.5
CCn1nnnc1SCC(=O)NC1Cc2ccccc2C1	0.883	15.1	-2.6	11.7	7.1	0.929	0.1	-13.1	0.4
COc1ccc(-c2cc(C(=O)Nc3c(C)nn(Cc4ccc(Cl)cc4)c3C)no2)cc1	0.957	12.0	-7.8	4.3	2.8	0.972	-8.5	13.0	24.0
O=C(Nn1c(-c2ccccc2)nc2ccccc2c1=O)C1CCC1	0.947	-7.0	12.0	5.3	-2.4	1.02	-6.7	-5.5	8.6
Oc1c(N=Nc2ccccn2)ccc2ccccc12	1.05	19.6	1.0	-5.5	23.5	0.765	41.5*	37.2	72.1*
CC(C)OCCCNC(=O)c1sc(=S)n(C)c1N	0.934	11.9	-3.0	6.6	8.1	0.919	-2.7	-4.6	6.8
CC(C)N(C(C)C)S(=O)(=O)c1ccc(Cl)nc1	0.839	16.5	-12.8	16.1	6.1	0.939	3.2	-21.9	11.2
Cc1ccccc1/C=C1\SC(=S)N(/N=C/c2cc([N+](=O)[O-])ccc2O)C1=O	0.956	42.8	22.1	4.4	28.4	0.716	38.3	-4.2	30.7
CCOC(=O)C1CCCN(Cc2ccccc2C)C1 (centres undefined)	1.01	10.9	-0.5	-1.2	-4.9	1.05	-14.6	-5.8	0.6
COC(=O)CC1COc2ccccc2N1C(=O)/C=C/c1ccccc1 (centres undefined)	0.928	20.8	-8.0	7.2	-5.3	1.05	-17.9	8.5	-2.4
